# Assay outcomes (PubChem)
# A549 tox: Nrf2 qHTS screen for inhibitors: counterscreen for cytotoxicity | A549 ARE-Fluc cells, CellTiter-Fluor viability, 18-24 h | Potency, µM (doses to about 46 µM), for the others: at the top dose activity change, negative = cytotoxicity, most hits filed as inhibitors | hit rate 0.16% among 390,000; further: potency means the concentration at half of the fitted maximal effect; on the % scale 0 is the no-effect control and ±100 the full control effect
#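 Cytotoxicity counterscreen: CellTiter-Fluor fluorescence was measured in A549 ARE_Fluc cells after 18-24 h of compound exposure in a concentration series. The subsequent BugLite luminescent read reports ARE-luciferase activity.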
# pAkt inh: HTS Assay for Inhibitors of Akt Phophorylation: Primary Screen; Neuro2A IGF-stimulated pAkt S473 HTRF, 20 min; stronger effect = lower value; activity change, % for hits at 50 µM; hit rate 0.32% among 360,000; in the data active means activity change below about -80%; inconclusive means mostly about -51% to -80%; further: on the % scale 0 is the no-effect control and ±100 the full control effect
#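 Neuro2A cells (4,500/well, DMEM with 0.5% FBS) were treated with compound at a single 50 µM final concentration, stimulated with 6 nM IGF for 20 min at 37 °C, and lysed. Phospho-Akt Ser473 was read by HTRF as 665/615 ratio ×10^4.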
# TGFb inhibitor: qHTS for Inhibitors of TGF-b; hit rate 1.2% among 410,000; AID 588855, 2011; HepG2 CAGA-GFP TGF-b/SMAD3 reporter, GFP fluorescence, 18 h; TGF-beta stimulated, 500 pg/mL final; Potency, µM (titrated, usually from 46.1 µM), for the others: at the highest dose activity, negative = inhibition, hits mostly inhibitors; further: potency means the concentration at half of the fitted maximal effect; on the % scale 0 is the no-effect control and ±100 the full control effect; nearly all actives have a fitted effect of over 65% in size
#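 Per well, imaged GFP fluorescence of HEPG2 CAGA-GFP cells gives the signal; cells get compound, then TGF-beta (500 pg/mL final), 18 h at 37 degrees C; %Activity versus -TGF-beta and +DMSO controls.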
# S2 tox: Viability Counterscreen for Primary qHTS for Inhibitors of ATXN expression; S2 cells (HEK-293 line with an ATXN2-luciferase reporter) viability, CellTiter-Fluor protease fluorescence, 24 h; hit rate 0.49% among 400,000; Potency, µM (titrated, usually from 56.7 µM), hits mostly cytotoxic; further: potency means the concentration at half of the fitted maximal effect; nearly all actives have a fitted effect of over 40% in size
# HepG2 viability: qHTS for Inhibitors of TGF-b: Cytotox Counterscreen; HepG2 CAGA-GFP viability, ATP luminescence, 18 h; Potency, µM (top dose mostly 46.1 µM), without a hit: top-dose activity change, negative = cytotoxicity, hits mostly cytotoxic; hit rate 0.76% among 410,000; AID 588856, 2011; further: potency means the concentration at half of the fitted maximal effect; some results filed as inactive show a strong effect at the top dose
#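 HepG2 CAGA-GFP cells (1000/well, DMEM with 1% FBS) received compound, then TGF-beta at 500 pg/mL final, and were incubated 18 hours at 37 degrees C. Viability was read by CellTiter-Glo luminescence. Media-only wells were set as complete cell-killing and DMSO as no toxicity.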
# Nrf2 activator: qHTS of Nrf2 Activators | AREc32 ARE-luciferase reporter (MCF7-derived line), luminescence, 24 h | Potency, µM (doses to about 46.1 µM), for inactives: at the highest dose activation, hits mostly activators | hit rate 0.31% among 410,000 | AID 624171, 2012; further: potency means the concentration at half of the fitted maximal effect; % of control where 0% means no effect; nearly all actives have a fitted effect of over 65% in size
#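 AREc32 cells carrying an ARE-driven firefly luciferase reporter were seeded at 1000 cells/well in OPTI-MEM with 5% FBS, then exposed to compound for 24 hr at 37 deg C. Luminescence was read with Steady-Glo after 30 min at RT.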
# CCT chaperon mod: High-Throughput Screening for Modulators of Cytosolic Chaperonin Activity. purified chaperonin ATPase assay, HTRF ADP detection, 30 min. activity change, % (test concentration not listed), hits read low. hit rate 0.3% among 360,000. AID 651819, 2012; in the data active means activity change below about -30%; further: on the % scale 0 is the no-effect control and ±100 the full control effect
#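 First, chaperonin was dispensed at 40 nM or 20 nM final depending on batch activity. Next, compounds were pinned at 76 uM and ATP added at 10 uM. After 30 min at 37 °C, ADP detection reagents ran 30 min at ambient temperature.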
# MmCpn inh: Inhibitors of TCP-1 ring complex (TRiC) of Methanococcus maripaludis (MmCpn): qHTS; purified Mm-Cpn ATPase, ADP Transcreener TR-FRET; Potency, µM (doses to about 76.9 µM), for the others: top-dose activity, negative = inhibition, actives largely listed as inhibitors; AID 504842, 2011; hit rate 0.031% among 330,000; further: potency means the concentration at half of the fitted maximal effect; on the % scale 0 is the no-effect control and ±100 the full control effect; nearly all actives have a fitted effect of over 80% in size
#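 Purified archaeal chaperonin (25 nM final) was preincubated with compound for 10 min at 37°C, then ATP (10 uM final) was added for 30 min at 37°C in Tris pH 7.4/KCl/MgCl2/DTT buffer. ADP was quantified by HTRF Transcreener TR-FRET.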
# Nrf2 inh: Nrf2 qHTS screen for inhibitors; A549 ARE-Fluc reporter, luciferase luminescence, 18-24 h; hit rate 2.1% among 360,000; Potency, µM (highest dose often 46 µM), without a hit: at the highest dose activity change, negative = inhibition, actives largely listed as inhibitors; further: potency means the concentration at half of the fitted maximal effect; on the % scale 0 is the no-effect control and ±100 the full control effect; nearly all actives have a fitted effect of over 60% in size
#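 Nrf2 function is reported as luminescence of an ARE-controlled luciferase in A549 cells. Compounds were tested at several concentrations, and a CellTiter-Fluor read on the same wells flagged cytotoxicity.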
# * marks the source's active call; other numbers are inactive results; i = inactive; ? = inconclusive; nt = no result given; & = joins results of further samples; [ ] = remark or other dose. Unless noted, the call rests on the fitted dose curve; in most records, active means well fitted curve in the direction sought with a large enough effect; inconclusive means small, poorly fitted or top-dose-only effect, or another doubt; inactive means no such curve, though single readings can be large; an effect the other way counts as inactive or inconclusive.
SMILES,A549 tox,pAkt inh,TGFb inhibitor,S2 tox,HepG2 viability,Nrf2 activator,CCT chaperon mod,MmCpn inh,Nrf2 inh
CCc1nc2c(OCC(=O)C(C)(C)C)cccn2c1N(C=O)Cc1ccccc1,nt,i,-4%,i,-13%,0.7%,-2.4,nt,nt
Cc1c(C(=O)N2CCN(CC(=O)Nc3ccccc3Cl)CC2)oc2ccc(Br)cc12,-1%,i,2%,i,0%,0.0%,-2.2,0%,?
CC(=O)c1sc2c(c1OC(=O)c1ccc(Cl)cc1)c(=O)n(-c1ccccc1)c(=S)n2-c1ccccc1,-3%,i,0%,?,5%,0.1%,-20,nt,-2%
O=[N+]([O-])c1ccccc1N/N=C/c1ccccc1,-3%,i,-13%,?,-1%,?,0.8,1%,?
CCOc1cc(-c2noc(N)c2C#N)cc(OCC)c1OCC,-4%,i,-23%,?,-38%,?,0.0,-1%,-9%
CCCc1cc(=O)oc2cc(C)cc(OCC(=O)NCCN3CCOCC3)c12,-8%,i,2%,i,10%,0.3%,-0.4,-5%,2%
CCCNC(=O)C(Cc1ccc(OC)cc1)NC(=O)c1ccc(Cl)cc1 (stereo unspecified),0%,i,-2%,i,-14%,-0.7%,-0.7,-1%,8%
CCCCN(C)C(=S)Nc1ccc(Oc2ccccc2)cc1,9%,i,-27%,i,-15%,0.2%[9.22 µM],-6.1,0%,2%
O=C(Nc1ccc(Cl)cc1)Nc1nnc(CSCc2ccccc2)s1,-1%,i,-4%,i,-4%,4.1%,-1.2,-1%,11%
CNS(=O)(=O)c1cn(CC(=O)Nc2ccc(F)cc2F)cc1S(=O)(=O)NC,2%,nt,0%,nt,0%,0.0%,nt,nt,5%
Cc1ccccc1NC(=O)CCCCCN1C(=O)[C@@H]2Cc3ccccc3CN2C1=O,7%,i,-13%,i,8%,0.2%,0.4,1%,16%
CCCN1C2CCCC1CC(NC(=O)NC13CC4CC(CC(C4)C1)C3)C2 (stereo unspecified),0%,i,8%,?,2%,-0.4%,1.4,0%,2%
O=C(Nc1ccc(S(=O)(=O)N2CCCCC2c2cccnc2)cc1)c1c(F)cccc1F (stereo unspecified),1%,i,-3%,i,-2%,0.5%,-0.5,-3%,8%
Cc1cc(NC(=O)CN2CCN(c3ccc(O)cc3)CC2)no1,-2%,i,-11%,i,-1%,0.3%,-2.2,0%,nt
Cc1c(OC(C)C(=O)N2C[C@H]3C[C@@H](C2)c2cccc(=O)n2C3)ccc2c3c(c(=O)oc12)CCC3 (stereo partly specified),13%,i,13%,i,-12%,5.1%,1.6,-1%,-6%
Cc1nc2ccc(NC(=O)[C@H](C)N3C(=O)C4CC=CCC4C3=O)cc2s1 (stereo partly specified),-2%,i,4%,i,-7%,0.5%,1.0,1%,1%
O=Cc1c(OCc2ccccc2)ccc2ccccc12,3%,i,?,i,-10%,9.0%,-0.4,-7%,?
CCC1CN(C(=O)N2CCC(C(=O)NCCc3cc(OC)ccc3OC)CC2)c2ccccc2O1 (stereo unspecified),-8%,nt,?,nt,-16%,-0.3%,nt,nt,23µM*
COc1ccccc1N1CCN(C(=O)c2sc3nc(C)nc(N4CCN(c5ccccn5)CC4)c3c2C)CC1,-23%,i,-19%,i,-16%,1.7%,0.2,-9%,15µM*
CCOc1ccccc1NC(=O)CCn1cnnn1,9%,nt,7%,?,0%,-0.6%,nt,nt,nt
Cn1c(Oc2ccc(F)cc2)c(C=O)c2ccccc21,-1%,i,-10%,i,-12%,0.1%[9.22 µM],-0.1,-1%,-1%
COc1ccc2cc3[n+](cc2c1OC)CCc1cc2c(cc1-3)OCO2,?,i,-6%&-24%,?,-21%&-36%,3.9%&6.4%,0.6&-1.1,0%&-5%,?
CN(C)C(CNC(=O)c1ccccc1OCc1ccc(Cl)cc1)c1ccco1 (stereo unspecified),-2%,i,-11%,i,-4%,-0.4%,1.5,1%,-1%
O=C(NCCc1ccccc1C(F)(F)F)c1cc(COc2ccccc2)on1,nt,i,-2%,i,-7%,-0.6%,2.4,nt,nt
Cc1cc2occ(CC(=O)NC3=NCCS3)c2cc1C(C)C,-6%,i,5%,i,-40%,-0.7%,0.2,1%,-11%

# Full records from above:
# `O=[N+]([O-])c1ccccc1N/N=C/c1ccccc1` as listed: A549 tox: -3%; pAkt inh: i; TGFb inhibitor: -13%; S2 tox: ?; HepG2 viability: -1%; Nrf2 activator: ?; CCT chaperon mod: 0.8; MmCpn inh: 1%; Nrf2 inh: ?
# `CCCCN(C)C(=S)Nc1ccc(Oc2ccccc2)cc1` as listed: A549 tox: 9%; pAkt inh: i; TGFb inhibitor: -27%; S2 tox: i; HepG2 viability: -15%; Nrf2 activator: 0.2%[9.22 µM]; CCT chaperon mod: -6.1; MmCpn inh: 0%; Nrf2 inh: 2%
# `Cc1c(C(=O)N2CCN(CC(=O)Nc3ccccc3Cl)CC2)oc2ccc(Br)cc12` as listed: A549 tox: -1%; pAkt inh: i; TGFb inhibitor: 2%; S2 tox: i; HepG2 viability: 0%; Nrf2 activator: 0.0%; CCT chaperon mod: -2.2; MmCpn inh: 0%; Nrf2 inh: ?

# Other entries:
SMILES,A549 tox,pAkt inh,TGFb inhibitor,S2 tox,HepG2 viability,Nrf2 activator,CCT chaperon mod,MmCpn inh,Nrf2 inh
CC(C)NC(=O)c1ccc(CSc2nc3ccncc3n2Cc2cccc(F)c2)cc1,11%,nt,-14%,i,3%,3.4%,nt,nt,-4%
CCC(C(=O)NC(C)(C)C)N(C(=O)Cn1nnc(-c2ccccc2F)n1)c1cccc2c1CCCC2 (stereo unspecified),-22%,i,-9%,i,-9%,-0.3%,-3.6,0%,-3%
c1ccc(N=Nc2ccc(C3=NCCO3)cc2)cc1,nt,i,-1%,i,-28%,-1.8%,-1.2,nt,nt
COc1ccc2oc(-c3ccc(NC(=O)c4ccc(Cl)cc4Cl)cc3)nc2c1,1%,nt,?,i,-35%,-1.0%,nt,nt,?
COC(=O)c1cc(Br)ccc1-c1ccc(/C=N/n2nnnc2N)o1,-2%,i,-2%,i,-19%,9.5%,-1.2,-1%,?
N#Cc1c(Nc2ccccc2)sc(C(=O)c2ccccc2)c1N,-13%,i,13%,i,-27%,7.7%,-3.1,-5%,-27%
O=C(NN1CC(C(=O)OCc2ccc(Br)cc2)CC1=O)c1ccccc1 (stereo unspecified),-3%,i,-3%,i,2%,0.2%,-1.1,0%,11%
c1ccc(NCCSc2nc3ccccc3s2)cc1,-4%,i,-24%,i,-24%,17%,1.6,nt,13%
CCSc1nc2sc3c(c2c(=O)[nH]1)CC(C)(CC)OC3 (stereo unspecified),-1%,i,25%,i,7%,-0.2%,-0.7,-2%,nt
O=C(N/N=C/c1ccc(N2CCOCC2)o1)c1cccc([N+](=O)[O-])c1,-16%,i,-12%,i,-22%,5.1%,-2.5,0%,-3%
CCOc1ccccc1N(CC)C(=O)Cn1ncc2c(=O)oc3ccccc3c21,-16%,i,2%,nt,2%,-0.2%,-26,0%,17%
CCC(Oc1ccccc1)C(=O)Nc1cc(-c2cccc(C)c2)nn1-c1ccccc1 (stereo unspecified),13%,nt,-7%,i,-6%,4.8%,nt,nt,nt
Cn1c(CCCNC(=O)c2ccco2)nc2ccccc21,-6%,i,-3%,i,2%,0.2%,3.4,nt,1%
CC1(C)CC(=NOC(=O)c2ccccc2)CC(C)(C)N1O,10%,i,-17%,i,1%,2.7%,2.3,0%,16%
O=C(NCCCn1ccnc1)C(=O)NCC1OCCN1S(=O)(=O)c1ccc(F)cc1 (stereo unspecified),4%,i,-2%,nt,1%,-0.6%,-0.7,1%,4%
O=C1CSC(=S)N1N=Cc1ccccc1O,-4%,i,0%,i,-9%,6.1%,-2.8,nt,-8%
COc1cccc2cc(-c3nc4sc5c(c4c(=O)[nH]3)CCC(C(C)(C)C)C5)c(=O)oc12 (stereo unspecified),9%,nt,0%,nt,-17%,-0.4%,nt,nt,?
N#Cc1nc(COc2ccccc2Cl)oc1NCc1ccc(F)cc1,?,i,-11%,i,-15%,3.4%,1.1,0%,3%
COCCn1ccc2c(OCC(=O)NCCc3ccccc3)cccc2c1=O,0%,i,5%,i,5%,0.0%,0.0,-2%,-10%
NS(=O)(=O)c1ccc(NC(=O)CN(C(=O)C(F)(F)F)C2CCCC2)cc1,nt,i,-3%,i,-13%,-1.1%,0.7,nt,nt
Cc1ccc(/C=N/N2CCN(c3ccccc3)CC2)cc1,-1%,i,-3%,i,6%,4.2%,-7.8,-5%,?

# Rewritten as labelled records: 3 of the compounds above.
CCSc1nc2sc3c(c2c(=O)[nH]1)CC(C)(CC)OC3 (stereo unspecified)
  A549 tox = -1%	pAkt inh = i	TGFb inhibitor = 25%	S2 tox = i	HepG2 viability = 7%	Nrf2 activator = -0.2%	CCT chaperon mod = -0.7	MmCpn inh = -2%	Nrf2 inh = nt

O=C(N/N=C/c1ccc(N2CCOCC2)o1)c1cccc([N+](=O)[O-])c1
  A549 tox = -16%	pAkt inh = i	TGFb inhibitor = -12%	S2 tox = i	HepG2 viability = -22%	Nrf2 activator = 5.1%	CCT chaperon mod = -2.5	MmCpn inh = 0%	Nrf2 inh = -3%

CCOc1ccccc1N(CC)C(=O)Cn1ncc2c(=O)oc3ccccc3c21
  A549 tox = -16%	pAkt inh = i	TGFb inhibitor = 2%	S2 tox = nt	HepG2 viability = 2%	Nrf2 activator = -0.2%	CCT chaperon mod = -26	MmCpn inh = 0%	Nrf2 inh = 17%
